# Assay outcomes from PubChem.
# GPR151 ag: activators of human GPR151; Q8TDV0; PathHunter beta-arrestin GPR151 cells, luminescence; activation, % at 11.2 µM; 650,000 compounds, 1% hits; in the data active means activation above about 4.9%;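 further: 0% = median of compound wells and 100% = cells with positive control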
# Target sequence (Q8TDV0 whole entry, looked up): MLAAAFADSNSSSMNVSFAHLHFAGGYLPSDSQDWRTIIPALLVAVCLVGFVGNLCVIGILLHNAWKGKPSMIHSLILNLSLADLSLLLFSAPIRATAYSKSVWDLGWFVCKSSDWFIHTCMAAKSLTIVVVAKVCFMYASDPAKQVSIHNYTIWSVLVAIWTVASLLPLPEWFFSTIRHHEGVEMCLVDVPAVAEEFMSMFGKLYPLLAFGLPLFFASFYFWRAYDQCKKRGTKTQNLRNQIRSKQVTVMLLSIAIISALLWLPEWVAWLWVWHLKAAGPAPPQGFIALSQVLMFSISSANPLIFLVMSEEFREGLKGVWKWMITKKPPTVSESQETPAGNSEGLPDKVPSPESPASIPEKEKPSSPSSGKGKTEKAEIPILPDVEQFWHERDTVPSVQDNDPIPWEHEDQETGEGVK
# MITF inh: blocks human microphthalmia-associated transcription factor; O75030; AlphaScreen MITF homodimerization, bead proximity signal; inhibition, % at 2.6 µM; 650,000 compounds, 0.91% hits; in the data active means inhibition above about 50%;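 further: 0% = vehicle wells with protein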
# Target sequence (O75030 whole entry, looked up): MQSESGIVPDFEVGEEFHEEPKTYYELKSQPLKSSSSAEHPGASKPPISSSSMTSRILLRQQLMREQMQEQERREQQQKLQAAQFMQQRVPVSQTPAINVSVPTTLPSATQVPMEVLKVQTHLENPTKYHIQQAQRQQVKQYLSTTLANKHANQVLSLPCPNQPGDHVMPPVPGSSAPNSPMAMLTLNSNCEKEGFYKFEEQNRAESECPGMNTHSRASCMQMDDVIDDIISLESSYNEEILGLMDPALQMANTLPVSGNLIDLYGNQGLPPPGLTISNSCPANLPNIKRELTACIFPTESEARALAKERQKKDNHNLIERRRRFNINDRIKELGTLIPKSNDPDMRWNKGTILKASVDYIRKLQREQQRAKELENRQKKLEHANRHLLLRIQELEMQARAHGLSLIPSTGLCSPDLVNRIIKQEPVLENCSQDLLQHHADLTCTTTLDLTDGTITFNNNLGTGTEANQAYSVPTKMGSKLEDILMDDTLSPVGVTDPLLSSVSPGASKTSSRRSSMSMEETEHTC
# FBW7 act: activators of human E3 ligase FBW7; AlphaScreen FBW7–phospho-cyclin E peptide binding, activator screen; 650,000 compounds, 0.13% hits; normalized activity (activation), % at 26.1 µM; AID 1259310; in the data active means normalized activity above about 1.9%;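 further: purified mutant Fbw7 with reduced substrate affinity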
# TEAD-YAP inh: TEAD-YAP interaction inhibition. HEK-TIYL cells, TEAD-Gal4/YAP UAS-luciferase luminescence. inhibition, % at 9.12 µM. 640,000 compounds, 1.4% hits. AID 1259422; in the data active means inhibition above about 32%;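 further: 0% = median of test compound wells and 100% = reference inhibitor wells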
# Numbers without * were called inactive; · = no result given. These rows are one share of the data; rates above refer to the full screens.
SMILES,GPR151 ag,MITF inh,FBW7 act,TEAD-YAP inh
c1cc2c(cc1-c1ccc3c(c1)OCO3)COC1(CCNCC1)O2,-0.7,-9.5,0.6,9.0
Cc1ccc(Cn2c(C=O)nc3ccccc32)cc1,-1.4,19.6,0.1,0.5
CCOC(=O)C1=C(c2ccccc2)OC(N)=C(C(=O)OC)C12C(=O)Nc1ccccc12 (centres undefined),1.0,42.1,0.1,2.3
O=C(CN1CC=C(c2ccccc2)CC1)Nc1ccc(N2CCOCC2)cc1,0.2,13.8,-0.1,0.6
CCc1ccc(C2=NN(CCC(=O)N3CCC4(CC3)OCCO4)C(=O)CC2)cc1,-0.8,4.0,0.0,13.8
O=C(Cc1c(F)cccc1Cl)N1CCN(Cc2ccccc2)CC1,0.2,2.1,0.2,-5.2
C=CCOc1ccccc1CN1CCN(CC)CC1,0.3,1.4,0.1,-2.9
Cc1cc(O)c(C(=O)Nc2ccc(Cl)c(Cl)c2)c(=O)n1Cc1ccco1,-0.7,2.4,1.3,4.8
O=C(Nc1ccc2c(c1)OCCO2)N(Cc1ccco1)C1CCN(Cc2ccccc2)CC1,-0.2,0.1,-0.1,-77.1
CC(C)(C)c1ccc(OCc2nnc(SCc3ccc(C(=O)O)cc3)n2-c2ccccc2)cc1,0.3,15.4,0.1,-20.0
CSC1=NP(=S)(SC)Nc2c1c(C)nn2-c1ccccc1 (centres undefined),-1.2,14.6,0.1,-25.1
Cc1ccc(-n2c(/C=C/c3ccc(F)c(F)c3)nc3ccccc3c2=O)cc1,2.5,2.8,0.2,2.7
Clc1ccc(C2(Cn3cncn3)OCCO2)c(Cl)c1,1.6,-8.2,0.0,-9.8
CCc1n[n+]2c(C)cc(-c3ccccc3)nc2s1,-2.1,-3.5,-0.1,1.6
O=C(Nc1ccc(Br)cc1C(=O)c1ccccc1)c1cccs1,0.4,2.4,-0.6,-1.2
CCOc1nc(NCc2ccco2)nc(N2CC3CC(C2)c2cccc(=O)n2C3)n1 (centres undefined),-0.5,-2.6,0.1,1.2
COc1ccc(OCC(=O)N2CCN(C3CCCCC3C)CC2)cc1 (centres undefined),-2.6,28.8,0.0,-8.3
CCOP(=O)(OCC)C(O)c1ccc(OC)c(OC)c1 (centres undefined),0.7,4.2,0.1,-6.2
CC(C)(Cc1c[nH]c2ccc(Cl)cc12)NCCOc1ccccc1OCC1CC1,1.6,-2.0,-0.2,·
NC(N)=Nc1ccc2[nH]c3c(c2c1)C[C@@]1(O)[C@H]2Cc4ccc(O)c5c4[C@@]1(CCN2CC1CC1)[C@H]3O5,-1.4,-4.7,0.0,6.8
CN1C(=O)C(=Cc2cc(O)ccc2Br)C(=O)N(C)C1=O,-0.1,14.8,-0.9,8.4
COc1ccc(C2C(C#N)=C(N)Oc3c2c(=O)oc2ccccc32)c(OC)c1OC (centres undefined),-0.3,6.1,-0.4,-0.7
Nc1ccc2nc(N3CCNCC3)sc2c1,-0.1,-7.6,-0.5,-4.7
COc1cc(C=C2C(=O)N(C)C(=S)N(C)C2=O)ccc1O,-2.2,23.4,0.0,1.8
COc1ccc(CN2CCN(CC(C)(C)C)C(CCO)C2)c(F)c1 (centres undefined),-0.5,4.7,-0.1,2.1

# Compounds listed so far containing sulfur:
SMILES,GPR151 ag,MITF inh,FBW7 act,TEAD-YAP inh
CC(C)(C)c1ccc(OCc2nnc(SCc3ccc(C(=O)O)cc3)n2-c2ccccc2)cc1,0.3,15.4,0.1,-20.0
CSC1=NP(=S)(SC)Nc2c1c(C)nn2-c1ccccc1 (centres undefined),-1.2,14.6,0.1,-25.1
CCc1n[n+]2c(C)cc(-c3ccccc3)nc2s1,-2.1,-3.5,-0.1,1.6
O=C(Nc1ccc(Br)cc1C(=O)c1ccccc1)c1cccs1,0.4,2.4,-0.6,-1.2
Nc1ccc2nc(N3CCNCC3)sc2c1,-0.1,-7.6,-0.5,-4.7
COc1cc(C=C2C(=O)N(C)C(=S)N(C)C2=O)ccc1O,-2.2,23.4,0.0,1.8

# Next section.
SMILES,GPR151 ag,MITF inh,FBW7 act,TEAD-YAP inh
COc1cc(C(=O)OC2C[C@H]3CC[C@@H](C2)N3C)ccc1O (some centres undefined),2.8,0.0,0.1,6.5
CCC(CO)Nc1ccc([N+](=O)[O-])c2cccnc12 (centres undefined),0.9,11.0,-0.2,-10.5
CC(=O)c1ccc(N2CCN(C)CC2)c(F)c1,-1.1,-2.4,-0.3,-10.8
O=C(C(=O)N1CCOCC1)c1cn(Cc2ccccc2Cl)c2ccccc12,1.0,-0.4,-0.2,-8.1
O=C1NC(=O)C(=Cc2cn(-c3ccccc3)nc2-c2cc3ccccc3o2)C(=O)N1,-0.7,-13.9,0.1,-66.1
O=c1cccc2n1CC1CC2CN(S(=O)(=O)c2ccccc2)C1 (centres undefined),-0.6,-1.9,0.0,4.3
C[C@H]1CCC[C@H](O)CCCCCc2cc(O)cc(O)c2C(=O)O1,4.4,0.8,0.3,1.3
N#Cc1nnn(-c2nonc2N)c1N,0.8,5.0,-0.5,-4.4
CCN1CCC(O)(c2ccccc2)C(C(=O)c2ccccc2)C1 (centres undefined),-0.5,9.3,2.0*,3.5
O=C(Cn1c(=S)[nH]c2ccccc2c1=O)N1CC2CC(C1)c1cccc(=O)n1C2 (centres undefined),-0.4,10.0,0.0,0.2
COc1cc(OC)c(C=C(C#N)C#N)cc1Br,-0.1,2.3,-0.1,1.1
CC(=O)ON1C(=O)C2C(C1=O)C1(Cl)C(Cl)=C(Cl)C2(Cl)C1(Cl)Cl (centres undefined),0.7,12.4,1.1,-0.1
O=c1[nH]c(O)c(N=Nc2ccc(S(=O)(=O)N3CCOCC3)cc2)c(=O)[nH]1,1.3,-6.3,0.0,11.5
N#CC(C#N)=NNc1ccccc1Br,0.1,-26.4,0.0,17.9
Cc1ccc(CN2CCN(Cc3ccc4c(c3)OCO4)CC2)cc1,-1.1,45.9,0.1,0.9
Cc1ccnc(-n2c(-c3ccc(Cl)cc3Cl)nc3ccccc3c2=O)c1,0.6,3.6,0.1,-3.0
Cc1c(CCN)c2cccc3c2n1CCC3,1.0,33.8,1.0,0.1
CCOC(=O)c1c(C)n(CCCOC)c2c1cc(O)c1ccccc12,-0.9,2.0,0.2,-31.8
CN1CCN(Cc2ccc([N+](=O)[O-])o2)CC1,-0.5,47.7,-0.2,-2.5
NC(=O)C1CCN(CC(=O)Nc2ccc(Br)cc2C(=O)c2ccccc2Br)CC1,-1.1,15.8,0.6,7.0
O=[N+]([O-])c1ccc(N2CCOCC2)c2cccnc12,0.0,3.2,-0.1,-17.1
CNC1(c2nnnn2-c2cccc(C(F)(F)F)c2)CCC(C(C)(C)C)CC1 (centres undefined),-1.4,7.6,0.4,0.6
COc1cc(CN2CCNCC2)cc2c1OCO2,0.6,-0.4,0.0,-4.2
C(#CCN1CCCC1)CN1CCCC1,-1.3,11.8,0.0,·
NN1c2nonc2Nc2nonc21,-0.1,6.0,-0.4,3.9

# The listing continues.
SMILES,GPR151 ag,MITF inh,FBW7 act,TEAD-YAP inh
N/C(=N\N=C\c1ccc(O)cc1)N[N+](=O)[O-],-7.5,10.8,0.1,-6.9
O=Cc1cn(CCCO)c2ccccc12,-0.4,-2.3,0.3,-4.1
O=C(Nc1cccc(OC(=O)N2CCCCC2)c1)N1CCOCC1,-0.7,5.1,0.0,-2.9
Fc1ccc2c(c1)nnn2C1CCN(Cc2nnnn2CCc2ccccc2)CC1,0.5,-0.6,0.1,-11.3
CC(C)N1C(=O)c2ccccc2NS1(=O)=O,2.3,-6.1,0.0,-10.3
CN1CCC2(CC1)NC(=O)C1=C(CN(C)CC1)N2,-1.2,19.8,0.4,2.0
N#CC1=C(N)Oc2c(c(=O)oc3ccccc23)C1c1ccccc1F (centres undefined),-1.2,22.1,0.5,1.1
CCN1C(=O)C(=Cc2cc(C)n(C3CC3)c2C)C(=O)N(CC)C1=S,-1.7,22.9,0.1,-10.3
O=C1OC(c2cncc(Br)c2)=N/C1=C\c1ccccc1Cl,-0.5,7.7,-0.1,6.7
O=C(O)c1ccccc1N=Nc1c(O)[nH]c(=O)[nH]c1=O,0.9,15.2,0.6,-4.4
CC1(C)CC(n2[nH]c(=O)c3c2NC(=O)CSC3c2ccccc2)CCO1 (centres undefined),-0.6,8.8,0.0,2.6
O=C(COc1ccc(Br)cc1)N1CCN(Cc2ccccc2)CC1,0.3,39.5,0.1,3.1
COC(=O)CC1=C(C(=O)OC)C2(C(=O)Nc3ccccc32)C(C(=O)OC)=C(N)O1 (centres undefined),1.7,4.8,0.0,5.1
Cc1ccccc1CN1CCN(Cc2ccc([N+](=O)[O-])cc2)CC1,0.3,63.4*,-0.4,0.9
COc1ccc(N2C(=O)/C(=C\c3ccc(OCC(=O)O)c(Cl)c3)C(=O)NC2=S)cc1,0.0,10.7,0.1,-3.2
Cc1ccccc1CN1CCN(C(=O)COc2ccccc2)CC1,1.8,59.7*,0.1,-1.9
O=C1C2C3CCC(O3)C2C(=O)N1c1cccc(F)c1 (centres undefined),-0.8,6.8,0.0,10.4
CCn1nc(/C=C/c2ccccc2)nc2c(=O)n(C)c(=O)nc1-2,-6.0,6.1,-1.9,33.0*
CC(C)(C)N(NC(=O)c1ccccc1)C(=O)c1ccccc1,1.1,-8.7,0.0,3.8
COCc1c(C(=O)NCc2ccccn2)c(=O)cc(C)n1CCCc1ccccc1,1.1,-16.8,0.0,-0.8
CN(C)C(=O)Nc1cccc(C(F)(F)F)c1,-0.7,12.1,-0.4,5.4
Cc1ccccc1-n1nnnc1C1(N(C)O)CCCCC1,3.1,1.8,0.1,-3.3
COc1ccccc1-n1c(CSc2ccccn2)nc2ccccc2c1=O,-1.4,13.6,0.3,5.2
CCCCn1c(=O)c(C(=O)Nc2ccc(C)cc2Br)c(O)c2ccccc21,1.5,3.7,0.0,1.8
COc1ccc(CN2CCN(CC(C)(C)C)CC2CCO)c(F)c1 (centres undefined),0.9,-13.0,0.3,-1.3

# Taken from above.
# In FBW7 act, CN1CCC2(CC1)NC(=O)C1=C(CN(C)CC1)N2 has the entry 0.4
# In FBW7 act, O=C(Nc1cccc(OC(=O)N2CCCCC2)c1)N1CCOCC1 has the entry 0.0
# In GPR151 ag, CC1(C)CC(n2[nH]c(=O)c3c2NC(=O)CSC3c2ccccc2)CCO1 (centres undefined) has the entry -0.6
# In TEAD-YAP inh, Cc1ccccc1-n1nnnc1C1(N(C)O)CCCCC1 has the entry -3.3
# In GPR151 ag, N/C(=N\N=C\c1ccc(O)cc1)N[N+](=O)[O-] has the entry -7.5

# Next section
SMILES,GPR151 ag,MITF inh,FBW7 act,TEAD-YAP inh
CC1=C(C(=O)OC(C)C)C2(C(=O)Nc3ccccc32)C(C(=O)OC(C)C)=C(N)O1 (centres undefined),0.0,5.0,0.2,7.3
O=C1/C(=C\c2ccc([N+](=O)[O-])cc2)N2CCC1CC2,0.3,11.3,0.3,8.1
C1CN2CCC1/C(=N\Nc1nn[nH]n1)C2,-0.5,2.3,-0.1,2.5
O=C1c2ccccc2NC(c2ccccc2F)N1c1ccccc1 (centres undefined),-0.1,4.9,-0.1,14.3
Cc1cc(OCC(=O)c2ccc(Cl)cc2)c2c3c(c(=O)oc2c1)CCCC3,0.2,-3.1,-0.1,-7.2
COc1cc(CN2CCN(c3ccccc3)CC2)cc(OC)c1,0.6,5.2,0.1,0.1
CCOC(=O)C1=C(N)Oc2c(c(=O)oc3ccccc23)C1c1ccc(F)c(F)c1 (centres undefined),-0.6,4.3,-0.1,2.0
CCOc1ccc(-n2c(CC)nc3ccccc3c2=O)cc1,-0.3,13.2,0.3,0.2
CCN(CC)C(=O)c1ccc(NC(=O)c2cncc(Br)c2)cc1,-1.5,3.5,0.5,-36.9

# An excerpt taken from the entries so far, for reference:
SMILES,GPR151 ag,MITF inh,FBW7 act,TEAD-YAP inh
O=C1c2ccccc2NC(c2ccccc2F)N1c1ccccc1 (centres undefined),-0.1,4.9,-0.1,14.3
Cc1cc(OCC(=O)c2ccc(Cl)cc2)c2c3c(c(=O)oc2c1)CCCC3,0.2,-3.1,-0.1,-7.2
COc1cc(CN2CCN(c3ccccc3)CC2)cc(OC)c1,0.6,5.2,0.1,0.1

# Record cards, from the list above.
# `N/C(=N\N=C\c1ccc(O)cc1)N[N+](=O)[O-]` across the screens: GPR151 ag = -7.5; MITF inh = 10.8; FBW7 act = 0.1; TEAD-YAP inh = -6.9
# `CCOP(=O)(OCC)C(O)c1ccc(OC)c(OC)c1` (centres undefined) across the screens: GPR151 ag = 0.7; MITF inh = 4.2; FBW7 act = 0.1; TEAD-YAP inh = -6.2
